From PubChem
Runt-SMMHC FRET: inhibitors of human RUNX1 Runt domain binding to CBFb-SMMHC; Cerulean-Runt/Venus-CBFb-SMMHC FRET ratio 530/480, 1 h; actives 0.74% (n = 220,000); inhibition, % at 20 µM; AID 1434;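 active = mean inhibition across duplicate retests at 20 µM reaching about 50%, limit read from the data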;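 also: 0% = DMSO wells and 100% = wells with excess untagged CBFb-SMMHC; inhibitors lower the FRET ratio by blocking Runt binding to CBFb-SMMHC; some results filed as inactive read as strong as hits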
Wee1 stabilizer: human Wee1 degradation inhibition, primary screen; P30291; HeLa Luc-Wee1K328M stability, luciferase luminescence; 100% = proteasome inhibitor MG132 effect; reporter increase, % at 5 µM; actives 1.2% (n = 220,000); AID 1321;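 active = activation above the mean of all tested compounds plus 3 SD, set per screening run, cut at about 8.8% in these data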;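 also: cells exposed to compound for 20 h before luminescence read; 0% = DMSO alone and 100% = MG132 at 30 µM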
Hck-Nef inh: blocks Nef-activated human Hck kinase; P08631; Recombinant Hck-YEEI plus Nef, Z-Lyte FRET kinase assay; inhibition, % at 20 µM; actives 0.68% (n = 220,000);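 active = Hck-Nef kinase inhibition above about 50%, limit read from the data; inactive = inhibition below that limit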;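 also: 0% = DMSO with Hck plus Nef and 100% = Hck alone without Nef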
FXIa inh: factor XIa (human) inhibition | P03951 | purified FXIa, Boc-Glu-Ala-Arg-AMC fluorogenic substrate | inhibition, % at 5 µM | actives 0.14% (n = 220,000);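 active = inhibition of at least 40%; inactive = inhibition below 40%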;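 also: fluorescence of freed AMC excited at 355 nm; 0% = enzyme without compound and 100% = no enzyme blank; many of its hits are not listed in these tables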
KLK5 inh: blocks human kallikrein 5 protease activity; recombinant hK5, fluorogenic AMC substrate cleavage; inhibition, % at 5 µM; actives 0.59% (n = 210,000); AID 873;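 active = inhibition of 40% or more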;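 also: 0% = enzyme controls without compound and 100% = no-enzyme blanks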
Target sequence (Q9Y337 67-293 limits assumed): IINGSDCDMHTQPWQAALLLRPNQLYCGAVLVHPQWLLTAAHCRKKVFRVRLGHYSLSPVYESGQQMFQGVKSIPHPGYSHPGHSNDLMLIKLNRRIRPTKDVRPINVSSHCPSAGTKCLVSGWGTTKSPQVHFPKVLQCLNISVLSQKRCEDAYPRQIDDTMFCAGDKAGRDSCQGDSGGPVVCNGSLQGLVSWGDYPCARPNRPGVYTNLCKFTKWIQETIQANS
14-3-3 Bad PPI: disrupts binding of bovine 14-3-3 zeta to phospho-Bad peptide; actives 0.71% (n = 220,000); inhibition, % at 21.7 µM; TR-FRET 14-3-3zeta/Dy647-pBad peptide displacement, 1 h; AID 781; P63103;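 active = inhibition above about 70%, limit read from the data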;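 also: 0% = full 14-3-3 plus peptide FRET controls and 100% = background without 14-3-3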
Target sequence (P63103 whole entry, looked up): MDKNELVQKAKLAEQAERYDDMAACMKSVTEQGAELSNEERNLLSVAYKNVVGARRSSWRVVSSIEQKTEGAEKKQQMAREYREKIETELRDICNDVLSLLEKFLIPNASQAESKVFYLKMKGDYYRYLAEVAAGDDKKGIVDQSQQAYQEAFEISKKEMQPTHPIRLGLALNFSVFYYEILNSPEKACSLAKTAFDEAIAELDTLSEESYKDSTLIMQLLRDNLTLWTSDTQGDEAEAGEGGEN
thrombin 1536: blocks human thrombin protease activity; actives 0.26% (n = 220,000); alpha-thrombin, Boc-VPR-AMC fluorogenic substrate cleavage; inhibition, % at 5 µM;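 active = inhibition at or above 40%; inactive = inhibition below 40%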;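 also: 0% = enzyme with no compound and 100% = wells without enzyme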
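Material: human alpha-thrombin enzyme / Medium: pH 7.5 Tris (50 mM) with NaCl 150 mM, Tween 20 0.05% / Compound: single-point dosing at 5 µM, 0.2% DMSO / Incubation: enzyme reaction carried out at room temperature / Detection: AMC fluorescence, 355/460 nm / Read-out basis: percent inhibition scaled between no-compound controls and no-enzyme blanks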
FXIIa inh 1536: blocks human coagulation factor XIIa protease activity; actives 0.3% (n = 220,000); purified FXIIa, Boc-QGR-AMC fluorogenic substrate, 2 h; inhibition, % at 5 µM; AID 800; in the data active = inhibition above about 40%;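 also: 0% = enzyme with no compound and 100% = blank without enzyme; many of its hits are not listed in these tables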
Target sequence (P00748 20-372 limits assumed): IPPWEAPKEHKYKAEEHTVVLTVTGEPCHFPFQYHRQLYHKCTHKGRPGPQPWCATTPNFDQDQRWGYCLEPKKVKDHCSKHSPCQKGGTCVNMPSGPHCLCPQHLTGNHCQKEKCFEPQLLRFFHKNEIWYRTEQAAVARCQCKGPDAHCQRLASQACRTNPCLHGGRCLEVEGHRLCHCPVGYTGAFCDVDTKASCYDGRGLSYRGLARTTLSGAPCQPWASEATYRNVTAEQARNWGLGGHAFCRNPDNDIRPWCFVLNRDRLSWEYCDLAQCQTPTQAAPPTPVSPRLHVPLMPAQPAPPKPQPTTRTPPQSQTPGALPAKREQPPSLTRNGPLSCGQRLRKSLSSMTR
Target sequence (P00748 373-615 limits assumed): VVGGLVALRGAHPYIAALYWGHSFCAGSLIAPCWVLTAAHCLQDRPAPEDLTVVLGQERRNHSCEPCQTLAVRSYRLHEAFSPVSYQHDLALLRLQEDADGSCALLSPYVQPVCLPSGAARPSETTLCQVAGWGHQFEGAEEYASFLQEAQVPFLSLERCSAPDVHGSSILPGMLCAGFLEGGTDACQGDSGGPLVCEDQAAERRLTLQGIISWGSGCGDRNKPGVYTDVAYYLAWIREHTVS
Runt-CBFb FRET: blocks binding of human RUNX1 Runt domain to CBFb | Q01196+Q13951 | Cerulean-Runt/Venus-CBFb FRET ratio 530/480, 1 h | inhibition, % at 20 µM | actives 0.46% (n = 220,000);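 active = inhibition over about 50% at 20 µM in the single-dose screen, limit read from the data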;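 also: 0% = DMSO wells and 100% = excess unlabeled CBFb competitor control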
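System: Cerulean-labeled Runt domain protein | Quantity: 100 nM of each labeled protein | Schedule: 1 h compound exposure, room temperature | Detection: Fluorescence energy transfer, 422 nm excitation, 530/480 nm emission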
Numbers without * were called inactive; nt = not tested or not shown; & = joins results of further samples; [ ] = dose if it differs, or a comment.

SMILES	Runt-SMMHC FRET	Wee1 stabilizer	Hck-Nef inh	FXIa inh	KLK5 inh	14-3-3 Bad PPI	thrombin 1536	FXIIa inh 1536	Runt-CBFb FRET
CCN(CC)S(=O)(=O)c1ccc(Cl)c(NC(=O)COC(=O)/C=C/c2cc(OC)c(OC)c(OC)c2)c1	-1	2	1	-10	-12	-3[fluorescence artefact?]	-7	1	-11
COc1ccc(/C=N/NC(=O)CCn2c3ccccc3c3ccccc32)cc1O	1	5	1	-8	-3	5[fluorescence artefact?]	-12	-12	0
CCCn1c(=S)[nH]c2cc(C(=O)NCC3CCCO3)ccc2c1=O (stereo not drawn)	3	-3	-1	2	31	-14	11	5	-4
Cc1ccc(-c2c(C)n([O-])c3c([n+]2=O)CCC3)o1	-1	-4	3	5	0	-9	0	3	2
N#Cc1ccccc1OCC(=O)OCC(=O)c1ccc2c(c1)NC(=O)CO2	0	3	2	-1	-9	4[fluorescence artefact?]	-5	9	0
C=CCOC(=O)C1=C[C@H](C2CC2)[C@@H](CCCO)[C@H](OCC)O1	-4	1	-4	-4	-4	2	-5	2	-2
O=C(NCCCN1CCN(c2ccccc2F)CC1)C1CC(=O)N(C2CCCC2)C1 (stereo not drawn)	-1	-3	0	5	-4	5[fluorescence artefact?]	2	9	1
Cc1ccc(NC(=O)CN(c2ccccc2)S(=O)(=O)N(C)C)cc1	2	0	-3	-2	-10	-8[fluorescence artefact?]	-8	-12	-2
CC(Oc1ccc(Cl)cc1Cl)C(=O)Nc1ccc(O)cc1 (stereo not drawn)	-4	-1	-10	0	-3	-7	0	6	2
Cc1cn([C@H]2C=C[C@@H](CO)O2)c(=O)[nH]c1=O	1&-4	-2&2	-4	4	-7	0&-1	nt	5	1&1
O=[N+]([O-])c1ccc2oc(-c3ccccc3)nc2c1	0	1	26	1	-1	3	1	9	2
Cc1ccc(N=C2NC(=O)/C(=C/c3cccnc3)S2)c(C)c1	-2	2	35	4	2	-7	-1	3	-2
O=C(NCCc1ccccc1)C(=O)Nc1nccs1	4	3	4	5	-12	11	-5	8	1
O=C(OCC(F)(F)F)c1cccc(COc2ccc3ccccc3c2)c1	-1	-3	1	-1	-14	-4	-3	16	-1
CCOc1ccc(NC(=O)Nc2cccc(C(=O)O)c2)cc1	-3	-6	20	-3	0	-25	-5	8	-1
C=CCN(c1ccc(C(=O)N2CCCC2)cc1)S(C)(=O)=O	-4	-1	1	-15	-5	-9	0	-14	2
O=C(Nc1ccc2c(c1)OCCO2)c1ccc(NC(=O)C2CCCO2)cc1 (stereo not drawn)	-1	0	4	-3	7	3	-5	5	-1
c1ccc(CNc2ncnc3sc4c(c23)CCCC4)nc1	2	-1	30	-1	2	2	14	6	-2
C=CCN1c2ccccc2[C@]23C[C@@H](C(=O)OC)N(C(=O)NCCC)C2=NC(C(=O)OC)=C(C(=O)OC)[C@H]13	-1	nt	12	1	6	-2	-1	6	1
CC(=O)c1ccc(N=Nc2ccc(C)cc2)cc1	-4	24*	20	-2	-4	-12	-6	6	0
C/C(=N\NC(=O)COc1ccccc1F)c1cc2ccccc2o1	4	2	1	4	-19	-18[fluorescence artefact?]	0	13	1
Nc1nc(CSc2ncccn2)nc(Nc2ccccc2)n1	-5	2	2	-1	2	37	-2	9	1
COc1ccc(Nc2nnc(SC(C(=O)Nc3cc(C)ccc3C)c3ccccc3)s2)cc1 (stereo not drawn)	0	2	17	30	22	-7	38	75*	-1
COc1ccccc1Nc1nc(NCCC(C)C)nc(N)c1[N+](=O)[O-]	-3	2	14	8	3	-5	-4	2	-10
Cc1onc(-c2c(Cl)cccc2Cl)c1C(=O)c1c[nH]c(C(=O)NC2CC2)c1	1	0	3	10	-12	-1	-2	-5	0
Cc1cccc(NC(=O)CCSc2ccccn2)c1	6	-1	1	1	-20	-16	-3	9	-2
COc1cc(C)nc(OCCNC(=O)COc2ccc(Cl)cc2Cl)n1	-6	0	1	-1	-13	4[fluorescence artefact?]	-3	8	-1
CC(C)CCNC(=S)NC1CCCC1	-4	-1	0	16	16	-16	15	12	0
O=C(Oc1ccccc1OC(=O)N1CCOCC1)N1CCOCC1	3	4	2	-2	2	2	-4	10	-1
O=C(CSc1ncccc1-c1nc2ccccc2[nH]1)N1CCc2ccccc21	-2	-2	6	19	-23	5	-2	21	4

Arranged by value in Runt-SMMHC FRET (highest first): 3 of the compounds above
SMILES	Runt-SMMHC FRET	Wee1 stabilizer	Hck-Nef inh	FXIa inh	KLK5 inh	14-3-3 Bad PPI	thrombin 1536	FXIIa inh 1536	Runt-CBFb FRET
c1ccc(CNc2ncnc3sc4c(c23)CCCC4)nc1	2	-1	30	-1	2	2	14	6	-2
CC(C)CCNC(=S)NC1CCCC1	-4	-1	0	16	16	-16	15	12	0
COc1cc(C)nc(OCCNC(=O)COc2ccc(Cl)cc2Cl)n1	-6	0	1	-1	-13	4[fluorescence artefact?]	-3	8	-1

Carrying on.
SMILES	Runt-SMMHC FRET	Wee1 stabilizer	Hck-Nef inh	FXIa inh	KLK5 inh	14-3-3 Bad PPI	thrombin 1536	FXIIa inh 1536	Runt-CBFb FRET
O=C1N/C(=N/N=C/c2ccc(O)cc2)SC1Cc1ccccc1 (stereo not drawn)	0	-2	20	-1	-1	4	-2	8	0
CN(CCOC(=O)c1ccc2c(c1)OCCO2)Cc1ccccc1	4	-3	-17	-8	-13	39[fluorescence artefact?]	-5	2	0
CC1(C)OC2OC(C(=O)N/N=C/c3ccccc3F)C3OC(C)(C)OC3C2O1 (stereo not drawn)	3	5	-3	-5	-5	-2	-4	-1	2
CNC(=S)N(Cc1ccc(OC)cc1)Cc1cc2cc(C)ccc2[nH]c1=O	-1	0	21	-5	-2	-11	-4	4	1
Cc1ccc2c(CC(=O)NCc3cccs3)coc2c1	-3	4	5	8	-2	2	1	15	-1
CN1CCN(Cc2cc(=O)oc3ccc(Cl)cc23)CC1	-4	0	0	1	-8	-6	4	16	-2
CCOc1ccc(Nc2nc(Cl)nc(NCCO)n2)cc1	2	-2	2	1	-22	-19	-2	11	0
COc1ccc(NC(=O)CC2C(=O)N(C)C(=S)N2CCc2ccccc2F)cc1 (stereo not drawn)	0	1	11	1	4	2	0	nt	2
Cc1cc(C)c2c(=O)[nH]c(SCc3ccc([N+](=O)[O-])cc3)nc2n1	1	1	24	2	2	-4	6	10	1
O=C(Nc1ccccc1)c1cc([N+](=O)[O-])ccc1NC1CCCCC1	-1	0	0	0	-3	10	-6	8	0
CC(=O)c1ccc(OC(=O)CCN2c3ccccc3Sc3ccccc32)cc1	4	3	1	4	-14	-26	-5	11	-2
Cc1csc(SC(C)C(=O)Nc2ccc(Cl)cn2)n1 (stereo not drawn)	0	-2	1	2	0	-5[fluorescence artefact?]	0	14	-2
CCCNC(=O)CSc1nc(-c2cccs2)cc(C(F)(F)F)n1	-4	-1	1	16	25	-13[fluorescence artefact?]	31	26	nt
CC(C)C(=O)Nc1cccc(C(=O)Nc2nccs2)c1	1	0	1	8	-7	12	2	22	-1
COC(=O)CSc1nc(C)c2ccc(OC)cc2n1	-7	-2	-9	-7	-8	-13	-6	1	-1
O=C(/C=C/c1ccccc1)Nc1cccc(S(=O)(=O)Nc2ccccc2F)c1	9	0	-34	19	-4	12[fluorescence artefact?]	0	8	46
Cc1ccc(-n2ncc3c(N4CCN(c5ccccc5)CC4)ncnc32)c(C)c1	-6	-3	-22	-8	-13	-4[fluorescence artefact?]	-2	7	-5
O=C(N/N=C/c1ccccn1)C(=O)N1CCCCCC1	3	-1	23	0	-9	-7	-12	6	2
O=[N+]([O-])c1ccc(-c2c(O)c3ccccc3c3nc4ccccc4nc23)cc1	-6	-3	26	-1	0	-19	2	5	-4
Cc1c(NC(=O)c2cn3ccccc3n2)cccc1-n1cnnn1	0	3	13	3	-2	-11	-16	3	3
O=C(O)c1ccc2c(c1)C(=O)N(c1cc(C(=O)O)ccc1Br)C2=O	1	4	-7	2	-25	16[fluorescence artefact?]	-1	12	1
O=C(CCN1C(=O)/C(=C/C=C/c2ccccc2)SC1=S)Nc1nccs1	-7	2	6	2	-5	4	4	18	-3
COc1ccc(-c2csc(NC(=O)CCCc3cccs3)n2)cc1	7	-1	1	4	-5	6	-2	0	2
Nc1nc(Nc2ccccc2)nc(NCCO)c1[N+](=O)[O-]	1	-3	27	-6	-2	-1	-3	5	-1
CC1=NN(C(=O)c2ccc(Cn3ccc([N+](=O)[O-])n3)cc2)C(O)(C(F)(F)F)C1 (stereo not drawn)	-2	-2	-3	-1	-19	-2	-6	2	0
CCCCNC(=O)CSc1cc(=O)n(C)c2ccccc12	-1	-1	3	-2	-7	11	-2	9	1
Cc1ccccc1Cn1c2ccccc2c2cnn(CC(=O)N3CCN(c4ccccc4)CC3)c(=O)c21	-3	1	0	1	-3	-9	-3	11	-4
Cc1ccc(S(=O)(=O)NCc2c(Cl)cccc2Oc2ccccc2)cc1	1	1	19	-1	1	-7	-3	4	0
O=S(=O)(c1ccc(Cl)cc1)N(CCCN1CCOCC1)Cc1cccs1	0	-4	25	0	-6	44	5	11	1
CCOC(=O)c1cc2c(nc1NC(=S)Nc1ccccc1)CC(C)(C)OC2	-1	1	1	3	-8	-6	-7	2	-1

Going on with the list.
SMILES	Runt-SMMHC FRET	Wee1 stabilizer	Hck-Nef inh	FXIa inh	KLK5 inh	14-3-3 Bad PPI	thrombin 1536	FXIIa inh 1536	Runt-CBFb FRET
O=C(C1CCCN(S(=O)(=O)c2cnc[nH]2)C1)N1CC(=O)N(CCc2ccccc2)C(=O)C1 (stereo not drawn)	0	1	22	2	-10	3	-3	13	2
c1ccc2c(c1)CCOC2CNCCCN1CCCCC1 (stereo not drawn)	-4	-1	-1	1	-8	1	0	6	-3
Cc1n[nH]c(C)c1S(=O)(=O)N1CCN(C(=O)c2ccco2)CC1	-2	2	2	3	1	-8[fluorescence artefact?]	-2	8	-2
CCOc1ccc2nc3c(cc2c1)CN(CCOC)C(=NCCOC)S3	3	-4	2	3	-8	-14	2	13	nt
O=C(NCc1ccco1)c1c2c(nc3ccccc13)CCC2	12	-2	16	26	14	nt	1	48*	5
CCC(C)C(=O)Nc1nc(C)c(-c2csc(Nc3ccc(Cl)cc3)n2)s1 (stereo not drawn)	6	-1	0	2	-12	15	-1	12	6
O=C(CC1Oc2ccccc2NC1=O)NCCCN1CCN(Cc2ccccc2)CC1 (stereo not drawn)	-3	-1	3	-4	-2	-1[fluorescence artefact?]	-8	6	4
O=C(NCc1ccco1)c1ccc(-c2ccc(Cl)cc2)o1	-2	2	26	2	0	-6	1	8	-1
COc1ccc(C)cc1S(=O)(=O)N(CC(=O)O)c1ccc(C)cc1	-1	-1	9	9	-2	-6	4	15	0
CCOc1ccc(C(=O)COC(=O)CC)cc1	-2	6	2	4	2	-12	-2	1	1
CCc1cc2cc(C)c(C)cc2nc1SCC(=O)Nc1cc(C)on1	-4	2	26	-2	1	-1	0	8	-5
COC(=O)C(Cc1ccc(O)cc1)NC(=O)C(C)Oc1ccccc1 (stereo not drawn)	-3	3	-7	-8	-4	-8	-7	4	1
CCOc1ccc(Oc2nc(C)cc(OC)n2)nn1	-1	-1	-6	5	-5	1	-1	11	-3
Cc1nc(-c2ccc(S(=O)(=O)N3CCN(CCc4ccccc4)CC3)s2)cs1	-6	-4	-2	10	4	0	0	6	-3
